Screening results: PubChem, National Center for Advancing Translational Sciences (NCATS)
CHX counter: Cycloheximide Counterscreen for Small Molecule Inhibitors of Shiga Toxin. AID 2314, 2010. 12% of 300,000 active. cell reporter, cycloheximide protein synthesis inhibition counterscreen. max response, %; in the data active = max response mostly above about 13%, no sharp cut-off; inactive = mostly below about 14%; note: read at 38.3 µM for the half of the compounds with a filed dose; 0% is about no effect
Pf growth 96h: Primary qHTS for delayed death inhibitors of the malarial parasite plastid, 96 hour incubation; P. falciparum luciferase reporter growth, 96 h; Potency, µM (top dose mostly 28.7 µM), without a hit: at the highest dose activity change, negative = inhibition, actives largely listed as inhibitors; 6.9% of 320,000 active; note: potency is the fitted concentration of half-maximal effect; % is set by controls: 0 for no effect and ±100 for the full control effect
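Erythrocytes infected with luciferase-expressing P. falciparum were dispensed at 2% hematocrit and 0.05% parasitemia (final), then incubated with compounds 96 hours at 37 C in 5% CO2. Luminescence after detection reagent addition reported growth.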
Pf growth 48h: Primary qHTS for delayed death inhibitors of the malarial parasite plastid, 48 hour incubation; Potency, µM (titrated, usually from 28.7 µM), for the others: at the highest dose activity change, negative = inhibition, usual class: inhibitors; 5.9% of 310,000 active; AID 504832, 2011; P. falciparum luciferase growth in erythrocytes, 48 h; note: potency is the fitted concentration of half-maximal effect; % is set by controls: 0 for no effect and ±100 for the full control effect
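Here the parasites carry a stable luciferase gene and grow inside erythrocytes in Albumax-based RPMI medium with compound for one erythrocytic cycle. Activity is scored as loss of luminescent signal.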
Tb PYK inh: qHTS of Trypanosoma Brucei Inhibitors; pyruvate kinase (Trypanosoma brucei), Q57TT1; TbPYK enzyme, Kinase-Glo Plus ATP luminescence, 45 min; Potency, µM (titrated, usually from 76.8 µM), without a hit: top-dose activity, negative = inhibition, most hits filed as inhibitors; 0.12% of 410,000 active; note: potency is the fitted concentration of half-maximal effect; % is set by controls: 0 for no effect and ±100 for the full control effect; nearly all actives have a fitted effect of over 50% in size
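In this concentration-response screen, enzyme-free wells defined baseline while DMSO plates tracked drift. Each reaction combined TbPYK, substrate, compound and 130 uM ADP for 45 min at room temperature. Kinase-Glo Plus luminescence gave the signal.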
AmpC inh no detg: qHTS Inhibitors of AmpC Beta-Lactamase (assay without detergent). P00811. Potency, µM (series often up to 57.1 µM), inactives show at the top dose activity change, negative = inhibition, usual class: inhibitors. 0.52% of 330,000 active. AmpC nitrocefin hydrolysis, absorbance 480 nm, 0.0001% Triton. AID 485341, 2010;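 note: potency is the fitted concentration of half-maximal effect; plate controls were no compound for no effect and no enzyme for full effect; nearly all actives have a fitted effect of over 20% in size; some results filed as inactive show a strong effect at the top dose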
Target sequence (P00811 whole entry, looked up): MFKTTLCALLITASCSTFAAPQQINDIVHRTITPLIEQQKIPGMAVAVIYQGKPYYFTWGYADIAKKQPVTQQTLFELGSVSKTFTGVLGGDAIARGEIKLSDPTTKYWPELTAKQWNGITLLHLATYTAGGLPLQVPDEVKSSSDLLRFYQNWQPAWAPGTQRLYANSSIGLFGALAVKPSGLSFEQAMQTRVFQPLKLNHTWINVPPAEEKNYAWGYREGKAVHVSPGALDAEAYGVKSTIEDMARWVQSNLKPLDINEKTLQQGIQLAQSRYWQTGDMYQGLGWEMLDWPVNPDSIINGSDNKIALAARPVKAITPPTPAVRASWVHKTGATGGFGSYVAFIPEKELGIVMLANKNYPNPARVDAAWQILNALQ
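20 mM phosphate pH 7.0 + 0.01% (detergent screen) or 0.0001% Triton X-100; 5.3 nM AmpC reagent; cpd preinc 15 min RT; nitrocefin (800 uM stock) to start; A480 q20 s × 4 min; Activity was normalised to no-enzyme and no-compound control wells.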
LmPK inhibitor: qHTS Assay for Inhibitors of Leishmania Mexicana Pyruvate Kinase (LmPK); Q27686; Potency, µM (top dose mostly 57.5 µM), without a hit: at the highest dose activity change, negative = inhibition, usual class: inhibitors; purified LmPK, Kinase-Glo ATP luminescence, 1 h; 0.37% of 290,000 active; AID 1721, 2009; note: potency is the fitted concentration of half-maximal effect; % is set by controls: 0 for no effect and ±100 for the full control effect
Target sequence (Q27686 whole entry, looked up): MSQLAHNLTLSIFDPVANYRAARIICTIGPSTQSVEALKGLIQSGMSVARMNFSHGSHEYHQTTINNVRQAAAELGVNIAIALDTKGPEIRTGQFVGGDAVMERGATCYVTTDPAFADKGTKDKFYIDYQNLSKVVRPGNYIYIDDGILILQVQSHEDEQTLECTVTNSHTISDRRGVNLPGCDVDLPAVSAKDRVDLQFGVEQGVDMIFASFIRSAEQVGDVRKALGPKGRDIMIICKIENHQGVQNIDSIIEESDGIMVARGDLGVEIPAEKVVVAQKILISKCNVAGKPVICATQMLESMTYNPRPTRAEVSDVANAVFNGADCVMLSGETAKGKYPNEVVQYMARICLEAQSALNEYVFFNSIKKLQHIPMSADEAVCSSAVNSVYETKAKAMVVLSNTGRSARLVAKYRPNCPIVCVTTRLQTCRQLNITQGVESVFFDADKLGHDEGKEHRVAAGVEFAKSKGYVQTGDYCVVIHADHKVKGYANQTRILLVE
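Kinase-Glo luminescence read after 1 h RT reaction of 0.1 nM LmPK with 0.5 mM PEP and 0.1 mM ADP. Activity scaled between uninhibited and enzyme-free controls.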
Shiga inhibitor: A qHTS for Small Molecule Inhibitors of Shiga Toxin; AID 2315, 2010; Vero cells, Shiga toxin protein synthesis inhibition reporter; inhibition, % at 38.7 µM; 9.2% of 290,000 active; in the data active = inhibition mostly above about 28%, no sharp cut-off; inactive = mostly below about 43%; note: 0% is about no effect
* hit, by the source's call; ? = inconclusive; . = not tested or not shown; [ ] = remark or other dose. Unless noted, calls come from the whole dose curve; as a rule, active = well fitted curve in the direction sought with a large enough effect; inconclusive = small, poorly fitted or top-dose-only effect, or another doubt; inactive = no such curve, though single readings can be large; an effect the other way counts as inactive or inconclusive. Rows are unselected (roughly 22% active in at least one column).

SMILES	CHX counter	Pf growth 96h	Pf growth 48h	Tb PYK inh	AmpC inh no detg	LmPK inhibitor	Shiga inhibitor
COC(=O)Cn1c(CCS(=O)(=O)c2ccc(C)c(C)c2)nc2ccccc21	-1.1	?	15.1%	4.2%	-0.2%	7.5%	-3.5
CCCCN(Cc1ccccc1)C(=O)CCN1C(=O)C2C3C=CC(C3)C2C1=O (stereo not drawn)	6.0	19.1%	-20.5%	-9.3%	101.4%[activator]	-3.9%	-2.5
O=c1nc(N/N=C/c2ccco2)cn[nH]1	35.1*	2.4%	?	-3.7%	-6.3%	4.4%	84.0*
Cc1nc(/C(N)=N/OC(=O)c2ccc(Cl)cc2)c(C(F)(F)F)o1	45.8*	44.4%[activator]	38.4%[activator]	-5.7%	8.8%	?	45.9*
Cc1ccc(N(CC(=O)NCc2ccccc2)C(=O)CCC(=O)Nc2ccccn2)cc1C	-1.0	-3.2%	0.0%	2.7%	41.3%	0.9%	-11.5
COc1ccc(N2C(=O)CC(N3CCN(S(=O)(=O)c4c(C)cc(C)cc4C)CC3)C2=O)cc1 (stereo not drawn)	.	?	?	0.3%	116.9%[activator]	.	.
CCn1c(-c2nn(C)cc2Cl)n[nH]c1=S	-2.9	4.1%	17.9%	?	-14.1%	-3.6%	1.4
Cc1nnc(NC(=O)c2nc(S(=O)(=O)Cc3ccccc3C)ncc2Cl)s1	43.6*	34.8%[activator]	-8.7%	0.4%	22.4%	0.9%	51.5*
O=C(NCCS(=O)(=O)NCc1ccco1)c1ccccc1	.	-0.1%	10.7%	-0.7%	-8.7%	.	.
O=C(COC(=O)c1cc([N+](=O)[O-])ccc1NCc1ccccc1)NCc1ccccc1Cl	-1.0	?	-28.9%	3.3%	-29.8%	-2.7%	-8.9
CCN1C(=O)CC(c2ccccc2)CC1=O	.	65.7%[activator]	0.2%	4.2%	-16.0%	.	.
Cn1cccc1/C=C1\SC(=S)N(NC(=O)c2ccccc2O)C1=O	-1.7	36.8%[activator]	24.2%	-14.9%	-44.1%	-0.9%	6.3
O=C(NC1CC1)C1=C[C@H](c2c[nH]c3ccccc23)C[C@H](OCCCCO)O1	-3.3	18.5%	-18.5%	5.8%	2.4%	0.8%	-6.6
CN(C)CCCNC(NC(=O)c1cccs1)C(Cl)(Cl)Cl (stereo not drawn)	-2.9	?	1.0%	2.2%	-9.5%	-1.1%	-9.0
CC(=O)N1CCN(C(=O)c2c(-c3ccccc3)noc2C)CC1	.	7.1%	-10.5%	-10.7%	5.5%	.	.
Cc1ccc(Cn2nc(C)c(NC(=O)CSc3nc4c(c(C(F)(F)F)n3)CCc3ccccc3-4)c2C)cc1	-8.6	?	?	-10.0%	-16.2%	0.6%	-17.6
O=C(Cc1ccc(Cl)cc1)c1c[nH]c(C(=O)NCc2cccnc2)c1	30.9	8.2%	?	3.4%	-21.6%	-5.1%	-3.8
O=C1c2ccccc2C(Nc2ccc(Cl)cn2)N1c1ccccn1 (stereo not drawn)	-0.1	6.0%	11.7µM*	-8.1%	-19.1%	0.4%	3.0
COc1cccc(C(=O)O/N=C(\N)c2ccc(C)cc2)c1	57.1*	34.5%[activator]	?	-2.1%	-26.6%	-9.5%	83.4*
COc1cccc(CNC(=O)c2ccncc2)c1	-2.3	-1.6%	30.2%[activator]	5.6%	-16.3%	-6.8%	-16.7
O=C(CSc1nc2ncc(Cl)cc2[nH]1)Nc1ccccc1-c1ccccc1	-2.5	?	-17.0%	4.2%	-25.9%	3.8%	-10.2
COc1ccc(CN2CCCCC2C)cc1C (stereo not drawn)	-5.1	-15.3%	.	-4.6%	2.1%	-1.4%	-7.4
CCOC(=O)c1ccc(NC(=O)NCc2ccccc2)cc1	11.9	?	-17.4%	2.1%	?	-1.5%	2.4
COc1cccc(NC(=O)[C@H](C)NC(=O)N2CCn3c2nc2ccccc23)c1	9.6	?	?	0.8%	64.1%[activator]	-0.4%	-4.1
CCc1ccc(NC(=O)C2CC(=O)N=C(N)S2)cc1 (stereo not drawn)	-2.8	13.2%	10.0%	-1.9%	-11.3%	-10.9%	-1.5

Arranged by molar mass (low to high): some entries from above
SMILES	CHX counter	Pf growth 96h	Pf growth 48h	Tb PYK inh	AmpC inh no detg	LmPK inhibitor	Shiga inhibitor
COc1cccc(CNC(=O)c2ccncc2)c1	-2.3	-1.6%	30.2%[activator]	5.6%	-16.3%	-6.8%	-16.7
Cn1cccc1/C=C1\SC(=S)N(NC(=O)c2ccccc2O)C1=O	-1.7	36.8%[activator]	24.2%	-14.9%	-44.1%	-0.9%	6.3
Cc1ccc(Cn2nc(C)c(NC(=O)CSc3nc4c(c(C(F)(F)F)n3)CCc3ccccc3-4)c2C)cc1	-8.6	?	?	-10.0%	-16.2%	0.6%	-17.6

By substructure, the entries above with a furan ring, fused or not
SMILES	CHX counter	Pf growth 96h	Pf growth 48h	Tb PYK inh	AmpC inh no detg	LmPK inhibitor	Shiga inhibitor
O=c1nc(N/N=C/c2ccco2)cn[nH]1	35.1*	2.4%	?	-3.7%	-6.3%	4.4%	84.0*
O=C(NCCS(=O)(=O)NCc1ccco1)c1ccccc1	.	-0.1%	10.7%	-0.7%	-8.7%	.	.

Next part.
SMILES	CHX counter	Pf growth 96h	Pf growth 48h	Tb PYK inh	AmpC inh no detg	LmPK inhibitor	Shiga inhibitor
N#CC1=C(N)C(C#N)(C#N)[C@H](c2ccncc2)[C@H]2CC3(CC=C12)OCCO3	-10.5	4.1%	-11.9%	-4.3%	-22.2%	5.3%	-18.4
CC(=NCCCO)c1c(O)[nH]c(=O)[nH]c1=O	4.8	42.0%[activator]	53.1%[activator]	-2.1%	-8.1%	-1.9%	-12.4
Cc1ccc(S(=O)(=O)N[C@H](C(=O)NCC2CCC(C(=O)O)CC2)C(C)C)cc1 (stereo partly drawn)	-3.9	-3.0%	8.9%	0.4%	-12.6%	-3.8%	-6.0
O=C1c2ccccc2OC2(C=Cc3ccccc3O2)N1Cc1ccccc1 (stereo not drawn)	-2.9	4.15µM*	.	-7.9%	-50.8%	1.7%	-9.5
O=C(COc1ccc(Br)cc1)N1CCN(C2CCCC2)CC1	3.4	?	14.9%	-0.7%	-16.7%	3.7%	13.3
CC1=C(C(=O)N2CCCC(N3CCN(c4ccccc4C)CC3)C2)OCCO1 (stereo not drawn)	-2.2	?	3.8%	-4.2%	91.5%[activator]	4.8%	-2.0
CCOC(=O)c1c(C)n(C)c2ccc(OC(=O)c3ccc(N4C(=O)CCC4=O)cc3)cc12	-3.7	?	6.7%	-8.8%	115.2%[activator]	-1.2%	-13.2
CCN(CC)c1ccc(N2C(=O)/C(=C/c3cccs3)SC2=S)cc1	-4.1	0.0%	71.3%[activator]	3.5%	0.9%	4.0%	5.1
CCc1ccc2c(c1)C1(C(=O)N2)N2CCCC2C(C(=O)c2ccc3ccccc3c2)C12C(=O)Nc1ccccc12 (stereo not drawn)	45.9*	2.33µM*	?	-11.2%	-28.1%	-7.3%	64.9*
C[C@@H](NC(=O)[C@@H]1Cc2ccccc2CN1)C(=O)NCC1CCCO1 (stereo partly drawn)	-3.1	6.9%	11.5%	-5.3%	-16.4%	4.9%	-1.9
Cc1nn(C(C)C(=O)NCCCc2ccccc2)c(=O)c2cc3occc3n12 (stereo not drawn)	-1.4	.	-5.9%	-2.7%	22.4%	7.4%	8.6
CC(C)(C)C(=O)Nc1ccccc1C(=O)OCC(=O)c1ccc2c(c1)OCCO2	69.0*	-19.7%	-3.2%	9.4%	-19.5%	1.7%	77.6*
Cc1ccccc1-c1nnn(CC(=O)Nc2cccc(S(N)(=O)=O)c2)n1	5.8	17.1%	-13.7%	-2.0%	-14.4%	0.2%	-8.5
C=CCn1c(SCC(=O)Nc2c(C)n(C)n(-c3ccccc3)c2=O)nc2sc(C)c(-c3ccccc3)c2c1=O	-7.7	-9.7%	1.1%	1.3%	142.4%[activator]	0.8%	-22.6
Cc1csc(NS(=O)(=O)c2ccc(Cl)cc2)n1	3.5	?	25.3%	4.7%	-27.6%	0.7%	15.4
COc1cc(C(=O)OCCCN(C)C)cc(OC)c1OC	-2.4	33.8%[activator]	4.9%	1.7%	-13.0%	3.5%	3.6
CCOc1ccc(CN(C)C(=O)CNC(=O)c2ccccc2)cc1	2.7	?	?	3.9%	-12.5%	4.1%	-2.2
Oc1ccc(N=Cc2cc(Br)c(N3CCOCC3)o2)cc1	-2.1	-2.5%	-6.9%	-3.3%	-36.0%	-0.9%	6.3
Cc1cc(CN(C)C(=O)c2cc(COc3ccc4ncccc4c3)on2)on1	6.4	5.3%	-7.7%	-1.2%	-0.5%	0.8%	3.0
Cc1ccc(NC(=O)CN(C)C(=O)COC(=O)C(C)(C)Oc2ccc(Cl)cc2)cc1	-3.4	47.3%[activator]	16.3%	-10.3%	130.7%[activator]	-0.9%	-9.8
Cc1cc(NC(=O)c2ccc([N+](=O)[O-])cc2)no1	2.2	?	60.7%[activator]	0.9%	-13.0%	-0.3%	9.2
O=C(CCCc1nc2ccccc2s1)NCc1cccnc1	9.4	-11.1%	4.6%	-1.1%	-2.3%[11.4 µM]	-1.3%	-1.8
CC1CCCCC12NC(=O)N(CC(=O)Nc1ccccc1F)C2=O (stereo not drawn)	.	56.4%[activator]	-0.8%	0.7%	-5.1%	.	.
CCC1(c2ccc(OC)cc2)NC(=O)N(CC(=O)N2CCc3ccccc32)C1=O (stereo not drawn)	.	?	?	-12.7%	-19.0%	.	.
COC(=O)C1CCN(c2cc(=O)n(-c3ccc(OC)cc3)c(=O)[nH]2)CC1	-1.6	-3.5%	11.2%	-18.9%	-9.0%	-3.7%	-5.6
Following part.
SMILES	CHX counter	Pf growth 96h	Pf growth 48h	Tb PYK inh	AmpC inh no detg	LmPK inhibitor	Shiga inhibitor
COc1ccc(C(=O)OCn2nnc3ccccc3c2=O)cc1OC	-1.3	27.2%	13.6%	1.6%	-6.0%	2.2%	-3.0
O=S(=O)(c1cc(Cl)ccc1Cl)n1cccn1	-2.3	?	3.5%	-6.7%	-3.0%	1.2%	-2.8
CCOc1ccc(C2c3c(oc4ccccc4c3=O)C(=O)N2CCCN2CCOCC2)cc1OCC (stereo not drawn)	-6.4	18.9%	.	-9.1%	55.9%	-0.1%	-9.6
COc1cc2oc(=O)ccc2cc1[C@@H](O)[C@@H]1OC(C)(C)OC1(C)C	.	45.5%[activator]	?	2.5%	-10.6%	.	.
CC(=O)Nc1ccc(NC(=O)CCCc2c[nH]c3ccccc23)cc1	0.9	13.4%	110.9%[activator]	0.7%	-23.5%	-3.5%	-19.0
O=c1[nH]c2sc3c(c2c2nncn12)CCCC3	-3.2	5.5%	9.1%	?	-26.1%	?	-6.3
CC1CC(C)CN(CCCNC(=O)c2ccc3c(c2)NC(=O)C(N2CCCCC2)S3)C1 (stereo not drawn)	-3.0	.	?	1.7%	38.5%	4.6%	-17.0
COCc1cc(C)nc2sc3c(=O)oc(C)nc3c12	7.5	18.2%	11.1%	-0.9%	-2.9%	1.0%	15.2
